TRPV1 agonist: HTS Assay for Compounds that Act as Agonists of the Vanilloid Receptor 1 | TRPV1-expressing cells, Fluo-8 calcium influx, agonist mode | activation, % at 8.33 µM | 320,000 compounds, 0.19% hits | AID 540275, 2011; in the data active = activation above about 80%; inconclusive = between about 30% and that limit; note: 0% is about no effect
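TRPV1-expressing cells were cultured overnight at 35.5C and loaded with Fluo-8 calcium dye for 40 to 90 min at room temperature. After a 10 s baseline, compound was added and calcium influx was read kinetically for 3 min (ex 480/em 520 nm).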
Gal4-VP16 FLuc: VP16 counterscreen qHTS for inhibitors of ROR gamma transcriptional activity; 310,000 compounds, 3.5% hits; Potency, µM (highest dose often 53.6 µM), inactives show at the highest dose activity, negative = inhibition, most hits filed as inhibitors; Drosophila S2 Gal4-VP16 UAS-luciferase, luminescence, 20 h;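 note: Gal4-VP16 expression switched on by copper sulfate through the metallothionein promoter; potency is the fitted concentration of half-maximal effect; % is set by controls: 0 for no effect and ±100 for the full control effect; nearly all actives have a fitted effect of over 50% in size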
NPC1 prom act: qHTS Assay for NPC1 Promoter Activators. Potency, µM (top dose mostly 9.22 µM), for inactives: at the highest dose activation, hits mostly activators. 320,000 compounds, 2.4% hits. Huh7 NPC1 promoter luciferase reporter, 24 h;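 note: potency is the fitted concentration of half-maximal effect; % of control where 0% means no effect; nearly all actives have a fitted effect of over 60% in size; reporter is driven by a mutant NPC1 promoter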
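In 1536-well qHTS, Huh7 cells harboring an NPC1 promoter–luciferase construct received compound for 24 h; activation was quantified by luminescence following luciferase reagent addition.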
RORgamma inh: qHTS for inhibitors of ROR gamma transcriptional activity | Nuclear receptor ROR-gamma (Mus musculus), P51450 | Drosophila S2 Gal4-RORgamma UAS-luciferase reporter, 20 h | Potency, µM (highest dose often 53.6 µM), for the others: top-dose activity change, negative = inhibition, most hits filed as inhibitors | 310,000 compounds, 5.4% hits; note: potency is the fitted concentration of half-maximal effect; % is set by controls: 0 for no effect and ±100 for the full control effect; nearly all actives have a fitted effect of over 60% in size
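Using a luciferase readout, inhibitors were identified by reduced reporter activity in Drosophila cells coexpressing a copper-inducible Gal4–ROR gamma fusion and UAS-driven Photinus luciferase, incubated 20 hr after 700 uM copper sulfate.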
p53 reactivation: qHTS assay for re-activators of p53 using a Luc reporter; H1299 p53-A138V BP100-luciferase reporter, luminescence, 24 h; Potency, µM (doses to about 92.2 µM), inactives show top-dose activity change, positive = activation, most hits filed as activators; 320,000 compounds, 0.063% hits; AID 504706, 2011; note: potency is the fitted concentration of half-maximal effect; % of control where 0% means no effect; nearly all actives have a fitted effect of over 45% in size
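p53-null H1299 cells stably carrying temperature-sensitive p53-A138V and a BP100-luciferase reporter were pinned with compounds (4-point, 1:5 series) and held 24 hrs at 37 deg C. Luminescence was read 10 min after detection reagent.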
ELG1 DNA repair: qHTS screen for small molecules that inhibit ELG1-dependent DNA repair in human embryonic kidney (HEK293T) cells expressing luciferase-tagged ELG1 | HEK293T ELG1-luciferase reporter, luminescence, 16 h; DNA damage induced by 5-fluorouridine | Potency, µM (doses to about 46.1 µM), without a hit: at the highest dose activity change, negative = inhibition, hits mostly inhibitors | 330,000 compounds, 2.3% hits; note: potency is the fitted concentration of half-maximal effect; % is set by controls: 0 for no effect and ±100 for the full control effect; nearly all actives have a fitted effect of over 55% in size
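DMSO vehicle served as the neutral condition. Each well held 2,000 cells given 5-fluorouridine plus compound; after 16 hr at 37 °C/5% CO2, ONE-Glo was added and luciferase measured 30 min later.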
ELG1 genotox: qHTS screen for small molecules that induce genotoxicity in human embryonic kidney (HEK293T) cells expressing luciferase-tagged ELG1; Potency, µM (highest dose often 46 µM), for the others: at the highest dose activity change, positive = activation, hits mostly activators; AID 504466, 2011; 330,000 compounds, 1.3% hits; HEK293T ELG1-luciferase reporter, luminescence, 16 h; note: potency is the fitted concentration of half-maximal effect; % of control where 0% means no effect; nearly all actives have a fitted effect of over 60% in size
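Screening used a luciferase reporter fused to human ELG1 in HEK293T cells. Luminescence was read on a CCD plate imager after 16 hr exposure and 30 min ONE-Glo incubation.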
BRCA1 expr act: qHTS Assay to Identify Small Molecule Activators of BRCA1 Expression; Potency, µM (series often up to 46.1 µM), inactives show top-dose activation, usual class: activators; MCF7-BRCA1-FFLuc reporter, luminescence, 48 h; response scale: scaled: vehicle 0%, 10 µM genistein 100%; 380,000 compounds, 1.1% hits; note: potency is the fitted concentration of half-maximal effect; nearly all actives have a fitted effect of over 80% in size; some results filed as inactive show a strong effect at the top dose
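48 h compound treatment of MCF7-BRCA1-FFLuc cells (phenol-red free MEM, 37 °C), then 15 min with luciferase substrate and luminescence imaging.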
Tb PFK block: qHTS Assay to Find Inhibitors of T. brucei phosphofructokinase; T. brucei PFK, ADP-Glo luminescence; Potency, µM (top dose mostly 57.5 µM), for inactives: at the highest dose activity, negative = inhibition, hits mostly inhibitors; 330,000 compounds, 0.17% hits;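 note: potency is the fitted concentration of half-maximal effect; 0% = uninhibited 1x PFK enzyme wells and -100% = no-enzyme wells; nearly all actives have a fitted effect of over 60% in size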
Target sequence (O15648 whole entry, looked up): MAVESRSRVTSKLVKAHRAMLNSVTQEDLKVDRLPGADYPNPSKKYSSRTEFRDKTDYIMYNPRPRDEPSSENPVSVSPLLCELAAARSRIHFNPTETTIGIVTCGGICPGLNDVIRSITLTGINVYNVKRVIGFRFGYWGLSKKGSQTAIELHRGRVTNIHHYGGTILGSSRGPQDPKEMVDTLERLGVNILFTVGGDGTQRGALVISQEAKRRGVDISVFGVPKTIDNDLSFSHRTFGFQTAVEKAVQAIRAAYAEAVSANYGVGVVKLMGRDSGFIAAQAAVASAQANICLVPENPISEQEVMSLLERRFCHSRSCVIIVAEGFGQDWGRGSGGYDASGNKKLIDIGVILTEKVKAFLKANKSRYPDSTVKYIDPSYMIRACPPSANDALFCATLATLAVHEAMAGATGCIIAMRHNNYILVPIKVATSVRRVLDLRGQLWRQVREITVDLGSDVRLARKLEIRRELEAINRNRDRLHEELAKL
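ADP-Glo luminescence quantified ADP after 45 min at room temperature, with 1.25 nM T. brucei PFK, 0.1 mM ATP and 0.5 mM fructose-6-phosphate in pH 8.0 TEA buffer. qHTS titrations up to 57 µM; curves classified by quality.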
FLuc counter: qHTS profiling assay for firefly luciferase inhibitor/activator using purifed enzyme and Km concentrations of substrates (counterscreen for miR-21 project); Luciferin 4-monooxygenase (Photinus pyralis), P08659; purified FLuc, Km substrates, luminescence inhibition; Potency, µM (doses to about 57.5 µM), for the others: top-dose activity change, negative = inhibition, most hits filed as inhibitors; 360,000 compounds, 6.9% hits;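 note: potency is the fitted concentration of half-maximal effect; plate controls were vehicle for no effect and reference inhibitor for full effect; nearly all actives have a fitted effect of over 55% in size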
Target sequence (P08659 whole entry, looked up): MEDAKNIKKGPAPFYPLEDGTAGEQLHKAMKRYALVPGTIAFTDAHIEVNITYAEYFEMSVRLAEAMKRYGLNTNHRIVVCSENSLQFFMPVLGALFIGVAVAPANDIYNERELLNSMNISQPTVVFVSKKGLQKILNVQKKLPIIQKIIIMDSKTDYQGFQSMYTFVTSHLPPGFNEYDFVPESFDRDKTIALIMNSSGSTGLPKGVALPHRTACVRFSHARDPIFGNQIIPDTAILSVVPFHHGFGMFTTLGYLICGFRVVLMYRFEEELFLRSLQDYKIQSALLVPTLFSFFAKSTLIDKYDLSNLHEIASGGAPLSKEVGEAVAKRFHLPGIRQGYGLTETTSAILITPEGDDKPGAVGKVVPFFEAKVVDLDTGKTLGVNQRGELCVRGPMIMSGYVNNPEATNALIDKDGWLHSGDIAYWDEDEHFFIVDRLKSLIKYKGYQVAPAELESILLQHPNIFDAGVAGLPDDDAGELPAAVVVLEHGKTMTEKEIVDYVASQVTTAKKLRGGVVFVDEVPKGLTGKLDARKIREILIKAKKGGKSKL
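Purified P. pyralis luciferase, 10 nM final, with Km-level 10 uM D-luciferin and 10 uM ATP in 50 mM Tris acetate pH 7.5, 10 mM Mg acetate, 0.01% Tween-20, 0.05% BSA; 6-point qHTS titration about 60 µM downward; luminescence read.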
Rab9 promoter act: qHTS Assay for Rab9 Promoter Activators | 320,000 compounds, 2.8% hits | Potency, µM (titrated, usually from 9.22 µM), for inactives: at the highest dose activation, negative = inhibition, hits mostly activators | AID 485297, 2010 | Huh7 Rab9 promoter-luciferase reporter, luminescence, 24 h; note: potency is the fitted concentration of half-maximal effect; % of control where 0% means no effect; nearly all actives have a fitted effect of over 60% in size
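Cells were plated at 1500 per well in reduced-serum medium with 10% FBS and left 2 h. Compound in DMSO was then added for 24 h at 37 °C. Reporter signal was read by luminescence after 10 min with luciferase detection reagent.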
The depositor's hits bear a star; ? = inconclusive; . = no result given; [ ] = another dose, or the depositor's remark. Unless noted, calls come from the whole dose curve; as a rule, active = well fitted curve in the direction sought with a large enough effect; inconclusive = small, poorly fitted or top-dose-only effect, or another doubt; inactive = no such curve, though single readings can be large; an effect the other way counts as inactive or inconclusive.

SMILES	TRPV1 agonist	Gal4-VP16 FLuc	NPC1 prom act	RORgamma inh	p53 reactivation	ELG1 DNA repair	ELG1 genotox	BRCA1 expr act	Tb PFK block	FLuc counter	Rab9 promoter act
CC(CC(=O)O)CC1=NS(=O)(=O)c2ccccc2N1 (centres undefined)	17	0%	2%	-15%	3%	5%	1%	3%	-2%	1%	15%
O=C(NC(=S)Nc1cccc(Cl)c1Cl)C1CC1	8	4.5µM*	-1%	2.5µM*	?	?	17%	-29%	0%	-14%	10%
Cc1cc(C)c2c(c1)-c1cc(C)nn1C(c1ccc3c(c1)OCO3)N2 (centres undefined)	-2	1%	1%	-60%	-1%	-5%	-6%	-45%	0%	0%	1%
CCOC(=O)C1CCN(C(=O)Cn2nc(C)c3c(C)n(-c4ccccc4)nc3c2=O)CC1	1	-4%	-3%	-14%	-2%	3%	0%	-7%	0%	5%	-8%
O=C(CCn1c(=S)[nH]c2ccccc2c1=O)Nc1cccc(Cl)c1	2	-13%	1%	?	0%	9%	4%	-2%	0%	-3%	-3%
COc1ccc(C2/C(=C(\O)c3ccc4c(c3)OCCO4)C(=O)C(=O)N2Cc2cccnc2)cc1OC (centres undefined)	6	-2%	20%	-11%	-4%	19%	-1%	7%	-3%	3%	1%
CCN(CC(=O)NCc1cccs1)c1ccc(S(=O)(=O)N2CCOCC2)cn1	1	-1%	-2%	12%	30%	2%	1%	-1%	0%	0%	-2%
O=C(O)C1(Cc2nc3ccccc3[nH]2)CCCC1	1	-1%	0%	-22%	-3%	-2%	2%	38%	0%	2%	-1%
O=C(CSc1nncs1)NC(=O)NCc1ccco1	0	4%	-1%	-3%	20%	0%	2%	-12%	-27%	-3%	0%
O=C(O)CCc1ccc(-c2ccccc2)n1CC1CCCO1 (centres undefined)	0	26%	-25%	-8%	4%	7%	-3%	11%	5%	-1%	19%
C=CCN(C(=O)c1csnn1)C(C(=O)NCc1ccccc1)c1ccccc1F (centres undefined)	4	-11%	2%	6%	-2%	-7%	-7%	-6%	1%	0%	-2%
CCOC(=O)C1=C(CN2CCN(C(=O)c3ccco3)CC2)NC(=O)NC1c1ccc(OC(C)C)cc1 (centres undefined)	12	-9%	-3%	34%	-4%	-2%	-6%	-16%	-1%	-1%	-5%
Fc1ccc(NC(=S)N/N=C/c2ccc(F)c(F)c2)cc1	25	3.2µM*	?	0.71µM*	0%	14%	3%	3%	5%	-11%	?
COc1ccccc1CNC(=O)c1cccc(NC(=O)c2ccccc2)c1	4	0%	1%	18%	-6%	?	-9%	4%	-2%	?	2%
CCn1c(=S)sc2c(=O)n(CC(=O)Nc3cccc(Cl)c3)c(C)nc21	10	-2%	-4%	28%	-3%	?	-12%	-27%	-1%	0%	-16%
Cc1ccc(C)c(NC(=O)Cn2nc(C(F)(F)F)cc2C2CC2)c1	14	-3%	-3%	-13%	6%	15%	4%	0%	0%	-3%	4%
Cc1ccc(CNC(=O)Cn2nnc3ccccc3c2=O)cc1	-4	-8%	1%	0%	3%	15%	6%	6%	8%	-14%	-3%
COc1cccc(CNC(=O)CCS(=O)(=O)c2ccc3c(c2)NC(=O)CS3)c1	2	16%	-1%	-8%	-3%	-4%	-1%	0%	-1%	0%	4%
O=C(CN(C(=O)Cn1nnc(-c2ccccc2F)n1)c1cnc2ccccc2c1)NCC1CCCO1 (centres undefined)	-7	-23%	-2%	8%	1%	?	-6%	0%	-1%	3%	1%
Cc1ccc(-n2c(C)nc3c(cnn3-c3ccc(C)c(C)c3)c2=O)cc1C	5	-18%	15%	?	20%	6%	10%	-8%	-1%	?	9%
COc1ccc(NC(=O)CON=CC(=O)Nc2ccc(C)cc2)c(OC)c1	.	.	.	.	-4%	-6%	0%	-17%	8%	.	.
O=S(=O)(c1ccc(F)cc1)N1CCN(c2nc(-c3ccc(F)cc3)cs2)CC1	5	-5%	0%	-1%	-3%	22%	-6%	-7%	-4%	-3%	-3%
CC(C)NC(=O)NC(=O)COc1ncnc2sccc12	1	-7%	0%	6%	-6%	-1%	-2%	14%	0%	1%	5%
O=C1C(Cl)=C(NCCCN2CCOCC2)C(=O)N1CCc1ccccc1	11	0%	10%	?	17%	7%	?	2%	-9%	1%	5%
CCn1cc([N+](=O)[O-])c(C(=O)Nc2nc(-c3ccc(C)cc3)c(C)s2)n1	-4	-8%	0%	1%	0%	?	-1%	-23%	0%	2%	-1%

Sorted by number of heavy atoms (low to high): four of the compounds above
SMILES	TRPV1 agonist	Gal4-VP16 FLuc	NPC1 prom act	RORgamma inh	p53 reactivation	ELG1 DNA repair	ELG1 genotox	BRCA1 expr act	Tb PFK block	FLuc counter	Rab9 promoter act
CC(CC(=O)O)CC1=NS(=O)(=O)c2ccccc2N1 (centres undefined)	17	0%	2%	-15%	3%	5%	1%	3%	-2%	1%	15%
Fc1ccc(NC(=S)N/N=C/c2ccc(F)c(F)c2)cc1	25	3.2µM*	?	0.71µM*	0%	14%	3%	3%	5%	-11%	?
CCN(CC(=O)NCc1cccs1)c1ccc(S(=O)(=O)N2CCOCC2)cn1	1	-1%	-2%	12%	30%	2%	1%	-1%	0%	0%	-2%
O=C(CN(C(=O)Cn1nnc(-c2ccccc2F)n1)c1cnc2ccccc2c1)NCC1CCCO1 (centres undefined)	-7	-23%	-2%	8%	1%	?	-6%	0%	-1%	3%	1%

(list continues)
SMILES	TRPV1 agonist	Gal4-VP16 FLuc	NPC1 prom act	RORgamma inh	p53 reactivation	ELG1 DNA repair	ELG1 genotox	BRCA1 expr act	Tb PFK block	FLuc counter	Rab9 promoter act
COc1ccccc1C(CNC(=O)CCNC(=O)c1ccccc1Cl)N1CCCC1 (centres undefined)	1	.	1%	.	4%	0%	-8%	-40%	-6%	1%	-6%
O=C(NCc1ccccc1Cl)c1ccc(Br)o1	21	-9%	-1%	17%	-2%	5%	1%	0%	-1%	-14%	-9%
Cc1ccc(C)c(NC(=O)CSc2nc(N)c(NC(=O)c3cccs3)c(=O)[nH]2)c1	-4	5%	-4%	2%	2%	-2%	3%	-2%	0%	5%	-5%
COc1ccc(-n2c(-c3ccc(Br)cc3)n[nH]c2=S)cc1	-3	2.5µM*	2%	2.2µM*	.	-9%	-2%	0%	1%	-1%	4%
CCOc1cccc(C(=O)NC(=S)Nc2cccnc2)c1	-5	?	18%	14µM*	27%	?	8%	17%	-3%	?	22%
Cc1cc(C)cc(OCC(=O)Nc2ccc3c(c2)OCCO3)c1	?	-17%	1%	29%	0%	0%	-12%	19%	-6%	?	14%
O=C(COC(=O)c1cc(S(=O)(=O)N2CCOCC2)ccc1Cl)NCCc1ccccc1	1	.	1%	.	1%	6%	-2%	6%	3%	4%	20%
COc1ccccc1N1C(=O)S/C(=C\c2ccc(C)s2)C1=O	2	-11%	?	33%	?	?	?	70%	-1%	-21%	3.5µM*
O=[N+]([O-])CC(=Nc1ccc(Cl)cc1)N/N=C\c1oc(O)c2ccccc12	0	2%	?	-20%	13%	?	11%	-25%	2%	12µM*	?
Cc1oc2cc(Br)c(O)c(Br)c2c1C(=O)c1ccccc1	-1	6%	-3%	1%	10%	8%	6%	65%	0%	?	-6%
O=C(CCN1C(=O)S/C(=C/c2ccc(F)cc2)C1=O)Nc1ccc(O)c(C(=O)O)c1	-1	4%	-3%	1%	-9%	?	-1%	19%	11%	?	1%
O=C(Nc1cccc(-c2nnc(-c3ccco3)o2)c1)c1ccccc1	9	-5%	-1%	-3%	-1%	-26%	-11%	15%	4%	?	-4%
CCNc1nc(Cl)nc(NC2CCCCC2)n1	1	?	20%	25%[1.91 µM]	-6%	?	?	53%	0%	?	19%
O=C(Cn1c(NCCO)nc2ccccc21)Nc1cccc(S(=O)(=O)N2CCCC2)c1	.	.	.	.	4%	?	0%	-20%	9%	.	.
COc1ccc(-n2cc(-c3ccc(Br)cc3)[nH]c2=S)cc1	-4	-14%	30%	1.8µM*	4%	17%	3%	-8%	-9%	-2%	27%
Cc1nn(Cc2ccccc2)c(Cl)c1C(=O)OC(C)C#N (centres undefined)	11	-13%	-5%	-2%	-5%	0%	2%	0%	-6%	7%	1%
CCOc1ccc(N2C(=O)CC(N3CCc4ccccc43)C2=O)cc1 (centres undefined)	0	-2%	2%	-13%	-1%	1%	0%	0%	0%	8%	-5%
CCS(=O)(=O)N1CCN(c2ncnc3sc(C)c(C)c23)CC1	3	10%	-3%	21%	-1%	?	-7%	0%	-1%	-13%	0%
